Screening data: PubChem, Sanford-Burnham Center for Chemical Genomics
UBC13 inh: human UBC13 polyubiquitination inhibition; AID 485273; UBC13 polyubiquitin chain formation, TR-FRET; inhibition, % at 20 µM; actives 0.47% (n = 330,000); in the data active = inhibition above about 45%, passing the limit was not always enough
EBI2 antag: EBI2 (human) antagonism | AID 651636 | P32249 | inhibition, % at 5 µM | actives 0.81% (n = 360,000) | EBI2 beta-arrestin recruitment, luminescence, 7a,25-OHC stimulated; in the data active = inhibition above about 38%;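 also: enzyme fragment complementation signal reports receptor beta-arrestin coupling in cells; 0% = agonist plus DMSO wells and 100% = wells without agonist; some results beyond the cut were filed as inactive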
Target sequence (P32249 whole entry, looked up, the tested form may be a part): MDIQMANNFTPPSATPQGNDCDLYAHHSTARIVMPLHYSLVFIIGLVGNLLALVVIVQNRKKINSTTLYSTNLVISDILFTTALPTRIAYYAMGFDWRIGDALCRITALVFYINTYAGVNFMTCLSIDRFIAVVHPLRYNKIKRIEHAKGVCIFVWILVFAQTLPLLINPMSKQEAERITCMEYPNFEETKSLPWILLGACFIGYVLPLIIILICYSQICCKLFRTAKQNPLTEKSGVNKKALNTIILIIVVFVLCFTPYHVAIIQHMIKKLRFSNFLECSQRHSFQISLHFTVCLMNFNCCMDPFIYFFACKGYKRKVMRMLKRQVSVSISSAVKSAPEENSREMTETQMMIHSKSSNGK
CXCR6 inh: blocks human CXCR6 beta-arrestin recruitment; AID 602244; actives 0.36% (n = 360,000); O00574; inhibition, % at 20 µM; CHO-K1 PathHunter CXCR6 beta-arrestin, luminescence; in the data active = inhibition above about 34%, passing the limit was not always enough;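 also: antagonist mode with CXCL16 agonist at 10 nM final; 0% = 10 nM CXCL16 with DMSO and 100% = unstimulated wells without agonist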
Target sequence (O00574 whole entry, looked up): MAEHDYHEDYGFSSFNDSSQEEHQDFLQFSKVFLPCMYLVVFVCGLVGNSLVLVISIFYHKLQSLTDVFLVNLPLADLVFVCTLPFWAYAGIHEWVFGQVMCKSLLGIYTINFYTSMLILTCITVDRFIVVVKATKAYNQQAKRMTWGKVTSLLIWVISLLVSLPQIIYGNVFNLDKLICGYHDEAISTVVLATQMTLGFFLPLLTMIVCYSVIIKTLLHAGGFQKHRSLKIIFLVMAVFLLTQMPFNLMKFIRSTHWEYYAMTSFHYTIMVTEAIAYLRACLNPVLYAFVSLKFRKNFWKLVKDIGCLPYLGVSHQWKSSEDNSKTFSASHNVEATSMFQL
APJ antagonist: antagonists of human APJ apelin receptor; inhibition, % at 20 µM; P35414; actives 0.32% (n = 330,000); CHO-K1 APJ beta-arrestin complementation, luminescence; AID 2521;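 active = inhibition above about 40% at 20 µM, limit read from the data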;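 also: cells challenged with 10 nM apelin-13 agonist together with compound; plate controls were apelin-13 plus DMSO wells for no effect and DMSO wells lacking apelin-13 for full effect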
Target sequence (P35414 whole entry, looked up): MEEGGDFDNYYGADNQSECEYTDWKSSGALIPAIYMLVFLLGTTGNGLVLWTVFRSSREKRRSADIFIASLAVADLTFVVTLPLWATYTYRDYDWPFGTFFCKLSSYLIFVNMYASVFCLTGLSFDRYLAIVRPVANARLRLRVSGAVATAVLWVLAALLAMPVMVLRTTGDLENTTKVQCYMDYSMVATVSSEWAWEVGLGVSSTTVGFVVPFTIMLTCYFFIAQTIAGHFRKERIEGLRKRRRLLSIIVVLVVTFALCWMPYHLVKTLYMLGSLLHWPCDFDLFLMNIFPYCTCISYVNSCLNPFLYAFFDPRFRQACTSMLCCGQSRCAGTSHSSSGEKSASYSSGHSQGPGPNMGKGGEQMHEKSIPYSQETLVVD
ATG4B inh: blocks human ATG4B protease cleavage of LC3 substrate; ATG4B cleavage of LC3-PLA2, NBD-HPC fluorescence, 1 h; inhibition, % at 8.33 µM; actives 0.51% (n = 340,000); in the data active = inhibition above about 40%
APJ ag: APJ receptor agonism. CHO-K1 APJ PathHunter beta-arrestin, luminescence; 0% DMSO wells, 100% apelin. activation, % at 20 µM. actives 0.11% (n = 330,000). AID 2520;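 active = activation more than six SD over the plate average, tested at 20 µM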;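 also: 0% = DMSO alone and 100% = apelin-13 at 10 nM; some results filed as inactive read as strong as hits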
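Test system: CHO-K1 APJ beta-arrestin complementation cell line | Compound: Single test compound dose, 20 µM final, 1% DMSO | Incubation: Compound 90 min 25 °C, reagent 1 h | Measured by: beta-gal luminescence | Read-out basis: APJ–arrestin association signal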
Gli-Sufu antag: Gli-Sufu pathway antagonism; actives 0.74% (n = 340,000); inhibition, % at 5 µM; Sufu-KO-LIGHT fibroblasts, Gli luciferase reporter luminescence;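 active = inhibition above about 55%, limit read from the data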;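 also: 0% = DMSO-treated cells and 100% = wells with medium but no cells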
CCR6 antag: CCR6 (human) receptor antagonism. inhibition, % at 20 µM. P51684. CHO-K1 CCR6 PathHunter beta-arrestin, luminescence, CCL20-stimulated. actives 0.49% (n = 340,000);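 active = compounds whose inhibition of the agonist-driven luminescence signal at 20 µM reaches about 50%, limit read from the data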;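 also: cells stimulated with CCL20 at 14 nM final; plate controls were DMSO with CCL20 for no effect and DMSO without agonist for full effect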
* hit, by the source's call; . = not tested or not shown.

Values in the order: ATG4B inh, APJ ag, UBC13 inh, CCR6 antag, APJ antagonist, Gli-Sufu antag, EBI2 antag, CXCR6 inh
O=C(NCCc1ccc(C(F)(F)F)cc1)c1ccc(Cl)nc1
  -4, -2, 6, 10, -16, 2, 26, -4
Cc1ccc(-n2nc3c(=O)n(CCCC(=O)N4CCC(C)CC4)nc(C)c3c2C)cc1
  5, 3, -6, 8, 7, 12, 3, 2
COC(=O)CNC(=O)CSc1nc2c(sc(=S)n2-c2ccccc2)c(=O)[nH]1
  -6, -3, -11, 8, -12, 13, 6, 1
COc1ccc(C(=O)NCCS(=O)(=O)NC2CCCC2)cc1
  -11, -2, -3, 0, 4, -10, -20, -1
CC(=O)N1CCOc2ccc(S(=O)(=O)N3CCC(C(=O)NCc4ccccc4)CC3)cc21
  14, -2, 2, -6, 3, -8, 65*, 1
CC(C)(C)CC(C)(C)NC1=CC(=O)OC12CCCCC2
  0, -2, 5, 8, -12, -5, -9, 2
O=C(Cn1cnc2ccccc2c1=O)N1CCc2ccccc2C1
  0, -3, 2, -4, 5, -9, -8, 7
CC(=O)Nc1cccc(OCC(=O)Nc2ccccc2)c1
  -12, -1, -11, 3, 3, -44, 4, -12
CCN1C(=NCc2ccc(OC)cc2)N[C@@H](c2ccccc2)C(C(=O)OC)=C1C
  -5, -3, 18, 12, 25, 2, 7, -1
COc1ccccc1CCC(=O)OCC(=O)Nc1c(Br)cc(C)cc1Br
  -6, 1, -6, 19, -9, -9, -3, -3
Cc1ccc(C2=NN(C(=O)c3cccs3)C(c3ccccc3O)C2)cc1 (stereo not drawn)
  -21, -4, -1, 7, -12, -13, 5, 2
COc1ccc(C(CC(=O)c2ccccc2)CC(=O)c2ccccc2)cc1OC
  -6, -2, -2, 20, -5, -1, 8, 9
CCCCN1C2=NC(c3ccccc3)CN2c2ccccc21 (stereo not drawn)
  5, -6, 6, 12, 6, -5, 2, 10
O=C(Nc1ccc(S(=O)(=O)O)cc1)c1ccc2c(c1)S(=O)(=O)c1ccccc1C2=O
  -3, 11, 1, -8, -84, -4, -15, -10
CS(=O)(=O)c1ccc2nc(NC(=O)c3cc4ccccc4o3)sc2c1
  -12, 7, 2, 5, 13, -30, -4, -3
CCn1c(SCC(=O)Nc2ccc3[nH]c(=O)[nH]c3c2)nnc1-c1ccccc1
  1, -1, -11, 3, -13, -4, -8, -12
CCOC(=O)C1=NNC(C(=O)c2ccc(C)cc2)C1c1ccc(C)cc1 (stereo not drawn)
  6, -6, 4, 21, 26, 6, -4, 18
CCOC(=O)C1(CCCc2ccccc2)CCN(C(=O)Cn2nc(C)nc2C)CC1
  14, -4, 15, 11, 11, -5, -4, -8
COc1ccc(/C=N/NC(=O)c2ccc3c(c2)NC(=O)C(C)(C)O3)cc1OC
  -8, 3, 4, 9, -28, -32, -7, -3
NS(=O)(=O)c1cccc(NC(=O)COc2ccc([N+](=O)[O-])cc2)c1
  7, -3, 6, 16, 19, 0, -2, -6
O=C(Nc1ccc(-c2cn3ccccc3n2)cc1)c1cccs1
  -4, 4, -1, -7, -25, -47, -9, -7
CN(Cc1nc(-c2cccnc2)no1)S(=O)(=O)c1ccc2ccccc2c1
  13, 0, 0, 8, -3, 8, 10, -4
C[C@H]1CN=C(N(C)C)N1CC1CCCCC1
  -5, -3, 6, 2, -52, 1, -4, 0
O=C(Nc1ccccc1C(=O)O)c1ccc(Cl)c(S(=O)(=O)N2CCOCC2)c1
  -8, -2, -4, -21, 23, 3, -3, -7
CCCN(CC(=O)Nc1ccccc1C)C(=O)CCCNC(=O)c1ccc(Cl)cc1
  8, -1, 3, -4, 4, 6, 4, -9
CCN(CC)S(=O)(=O)c1ccc(Cl)c(C(=O)NNC(=O)c2csc(N3CCOCC3)n2)c1
  -29, ., ., -1, ., 1, -1, 0
Nc1nnc(SCC(=O)OCC(=O)Nc2ccccc2F)s1
  -4, 0, -2, 5, -14, 0, -12, -6
CS(=O)(=O)N1CCC(C(=O)Nc2ccc(Br)cc2F)CC1
  -4, 1, 4, 11, 17, -1, -30, 2
CCN(CC)c1ccc(S(=O)(=O)N2CCOCC2)cc1NC(=O)CSc1nncn1C
  -6, -2, -13, 1, 10, -2, -2, 3
CCOC(=O)CN(C)Cc1cn(C)nc1-c1ccc(Oc2ccccc2)cc1
  -4, 5, -6, -1, 8, 16, 5, -2
O=C(O)c1ccccc1NC(c1ccccc1)c1ccc(Cl)cc1 (stereo not drawn)
  85*, -3, 0, 2, -4, -8, 3, 0
COc1cccc(NC(=O)CN(c2cccc(F)c2)S(C)(=O)=O)c1
  -1, -2, 5, -8, 15, -5, -3, -3
CC/C(CC(C)(C)c1ccccc1)=N\O
  -11, 6, -2, 12, -20, 6, 10, 4
CSCCC(NC(=O)COc1ccccc1)C(=O)N(C)CC(=O)Nc1ccc(Cl)cc1 (stereo not drawn)
  -10, -2, -1, 4, -2, 3, 7, 2
CC(C)Oc1cccc(C(=O)Nc2ccc(Br)cc2F)c1
  7, 0, -8, 16, 14, -78, 9, -3
Cn1c(=O)c2c(nc(SCC(=O)Nc3ccccc3N3CCCCC3)n2C)n(C)c1=O
  -25, 0, 0, 23, 7, 6, 32, 4
CC(C)c1ccc(NC(=O)C2C3C=CC4(O3)C2C(=O)N(CCCN2CCOCC2)C4C(=O)NC2CCCCC2)cc1 (stereo not drawn)
  0, -1, -2, 11, 9, 16, -12, -27
O=C(/C=C/c1ccccc1)OCCN1C(=O)c2ccccc2C1=O
  11, -1, 5, 15, 3, -23, -2, 1
O=C(COC(=O)c1ccc(O)cc1)Nc1cccc(S(=O)(=O)N2CCCCC2)c1
  -17, -1, -2, 10, -12, 0, 5, -7
COc1ccc(C2/C(=C(\O)c3cc(C)ccc3C)C(=O)C(=O)N2CCN(C)C)cc1OC (stereo not drawn)
  -5, 1, -5, -4, 15, -4, -8, -4
CCOc1ccc(N2C(=O)C3C(C2=O)C3(c2ccccc2)c2ccccc2)cc1 (stereo not drawn)
  20, -2, 8, 13, -7, -3, 17, -2
CCN(c1ccccc1)S(=O)(=O)c1ccc(C(=O)N2CCN(c3ccccc3)CC2)cc1
  -7, 0, 7, 7, 0, 10, 31, 6
CSCCC(NC(=O)c1ccccc1)C(=O)N/N=C(\C)Cc1ccccc1 (stereo not drawn)
  -5, 0, -1, 6, -6, 3, -4, 3
Cc1ccc2c(c1)N(C(=O)CCC(=O)NCCCN(C)Cc1ccccc1)CCO2
  -17, -3, 8, -1, 6, 9, 1, 7
CCOC(=O)c1cc2sc(C)cc2n1CC(=O)NCCc1ccccc1
  -3, 1, 0, 10, -10, 8, 14, -7
O=C(NCc1cccc(Cl)c1)C1CCC(=O)N(CCN2CCOCC2)C1 (stereo not drawn)
  5, 3, 1, 2, 16, 1, 7, -2
O=C(C[C@@H]1C/C=C\CC[C@@H](Cc2ccc(F)cc2)C(=O)OC[C@@H]2CCCN2C1=O)NCCO
  -15, 1, 2, 3, -24, 0, -14, -8
CCN(c1ccc(F)cc1)S(=O)(=O)c1cccc2nsnc12
  -5, -3, 4, 16, 17, 5, -1, 6
COc1ccc(Nc2nnc(SCC(=O)NC3CCS(=O)(=O)C3)s2)cc1 (stereo not drawn)
  -9, 0, 2, 11, 13, 28, -7, 0
CCO[C@H]1OC(C(=O)O)=C[C@@H](c2coc3ccccc3c2=O)[C@@H]1CCCO
  -11, -2, -2, 7, 13, 4, 3, -1

(list continues)
Values in the order: ATG4B inh, APJ ag, UBC13 inh, CCR6 antag, APJ antagonist, Gli-Sufu antag, EBI2 antag, CXCR6 inh
CC1=NN(S(=O)(=O)c2ccc(F)cc2)C(=O)c2ccccc2O1
  -6, 3, 0, 12, 16, -9, -12, -1
Cn1cc(CN2CCC[C@H]2CO)c(-c2cccc(Cl)c2)n1
  -6, -6, 5, 7, 6, -8, -2, -1
Cc1cccc(-c2cc3nc(C)cc(NCCCn4ccnc4)n3n2)c1
  -17, 2, -4, 5, -5, 2, 11, 4
O=C(Nc1ccccn1)c1c(O)c2cccc3c2n(c1=O)CCC3
  -8, -2, 32, 2, 12, -8, 4, 1
COc1ccc(OC)c(NC(=O)CSc2nc3nc(C)cc(C)n3n2)c1
  4, -5, -2, -2, -42, -2, -4, -2
CN(C)C(CNC(=O)c1ccc(S(=O)(=O)Nc2ccccc2)cc1)c1ccco1 (stereo not drawn)
  1, -1, -8, 0, 4, 5, 2, -4
O=C(CC(NC(=O)C(F)(F)F)c1ccccc1)Nc1nnc(CCc2ccccc2)s1 (stereo not drawn)
  -11, -2, -19, 10, 3, 4, 2, 15
COC(=O)C1=C(C)N(c2ccc(F)c(Cl)c2)C(=O)C1
  -12, 0, -8, 6, -14, -10, 4, -3
N#CCCn1cc(C(=O)Nc2ccccn2)c(-c2ccccc2)n1
  -4, -1, 7, 13, 16, 19, -7, -12
CCCc1nnc(NC(=O)CCC(=O)Nc2ccc(F)cc2)s1
  -23, -1, -2, -5, 21, -1, -16, -8
COc1cccc(CN(CC2CCCO2)C(=O)c2cc3ccccc3oc2=O)c1 (stereo not drawn)
  0, 0, -7, 9, -13, -8, -5, -8
COc1ccccc1N1CCN(c2cc(=O)n(Cc3ccc(F)cc3)c(=O)[nH]2)CC1
  -3, -8, -3, 13, 12, 0, 1, 5
COc1ccc(N2CCN(S(=O)(=O)c3ccc(Cl)s3)CC2)cc1
  -3, -1, -15, 3, -3, 5, -6, -11
Cc1c(C(=O)NC2=NCCS2)cccc1[N+](=O)[O-]
  -6, -1, -7, 8, 1, 2, -12, -1
CCn1c2ccccc2c2cc(C3N=C(N)Nc4nc5ccccc5n43)ccc21 (stereo not drawn)
  -1, 3, 15, 7, -17, 8, -3, 2
Cc1ccc(CSc2nc3c(c(SCC(=O)O)n2)CCCC3)cc1
  -7, 9, -8, 6, 5, 1, -4, 6
C=CCn1c(C)cc(C(=O)CSc2nnc3n(CCC)c(=O)c4ccccc4n23)c1C
  -7, ., ., 20, ., 2, 15, 15
CCc1ccccc1NC(=O)CN(C)Cc1c(O)ccc2ccccc12
  3, -1, 6, 9, -15, 15, 0, -1
CCOC(=O)C1CCCN(C(=O)c2ccc3oc(Cc4ccccc4)nc3c2)C1 (stereo not drawn)
  7, 0, -4, 6, -34, -7, 5, 3
CC(=O)c1c(C)nc(-c2ccc(Cl)cc2)nc1N
  -6, -3, 29, -12, -5, -68, 2, -4
COc1cc(/C=N/NC(=S)NC2CC3C=CC2C3)cc(OC)c1OC (stereo not drawn)
  -5, 0, -3, 1, 5, 3, 24, 6
CC/C(=N\n1nnnc1Nc1ccccc1)c1ccccc1
  -13, 4, -8, 2, 10, 1, -4, -3
O=C1CN(C(=O)c2cc(Br)c(Br)s2)c2ccccc2N1
  0, -4, 6, -1, 8, 1, 5, -6
Cc1ccc2c(c1)cc1c(=O)n(CC(=O)N(C)c3ccccc3)nc(C)n12
  -12, -4, -1, 21, 39, 2, 0, 3
O=C(Nc1ccc(S(=O)(=O)Nc2ccccn2)cc1)c1cccc(Cl)c1
  -4, 0, 2, -3, 11, 0, 0, 0
O=C(c1nnc(Cc2ccc(Cl)cc2)o1)N1CCOCC1
  1, -3, 5, 15, -67, 2, 2, -6
CC(=O)N/C(=C\c1ccccc1)C(=O)OCC(=O)N(CC(C)C)c1c(N)n(Cc2ccccc2)c(=O)[nH]c1=O
  0, -7, -5, 8, 8, -1, -3, 5
CCSc1ncnc2c(C#N)c3n(c12)CCCCC3
  -2, -2, -6, -3, 13, -5, -2, -1
CCCC1CC(C)(C(=O)CSc2n[nH]c(-c3ccccc3)n2)OC1=O (stereo not drawn)
  3, -3, 3, 4, 5, 1, -7, -1
CCOc1ccc(Br)cc1S(=O)(=O)Nc1ccc(C(=O)OC(C)C(=O)N(C)c2ccccc2)cc1 (stereo not drawn)
  7, -4, 2, 11, -11, 2, 6, -9
CCCC(=O)N(Cc1cc(=O)[nH]c2ccccc12)c1ccc(C)cc1C
  -11, 0, -4, 19, -1, -1, -8, 8

Random draw from the library; about 3% have a hit in one of these screens.
